Source: PubChem (National Center for Advancing Translational Sciences (NCATS))
uPA surface inh: cell surface uPA generation inhibition. cell surface uPA generation assay, qHTS. Potency, µM (top dose mostly 38.3 µM), without a hit: at the top dose activity change, negative = inhibition, actives largely listed as inhibitors. 330,000 compounds, 0.31% hits; active means well fitted inhibition curve with a large enough effect; inconclusive means small, poorly fitted or top-dose-only effect; inactive means no such curve, though single readings can be large or run the other way; tested in mouse RAW 264.7 cells; further: on the % scale 0 is the no-effect control and ±100 the full control effect; nearly all actives have a fitted effect of over 55% in size
MBNL1-CUG inh: inhibitors of human MBNL1 binding to CUG repeat RNA. Q9NR56. TR-FRET MBNL1-His/biotin-(CUG)12 binding, 665/545 ratio. Potency, µM (titrated, usually from 57.5 µM), inactives show at the top dose activity change, negative = inhibition, actives largely listed as inhibitors. 280,000 compounds, 0.036% hits. AID 2675; active means well fitted inhibition curve with a large enough effect in the signal ratio, with a control signal flat, not every such curve was filed as active; inconclusive means small, poorly fitted or top-dose-only effect, or effect the other way, or a change in a side signal; inactive means no such curve, though single readings can be large or run the other way; the % refers to the signal ratio; further: on the % scale 0 is the no-effect control and ±100 the full control effect
Target sequence (Q9NR56 whole entry, looked up): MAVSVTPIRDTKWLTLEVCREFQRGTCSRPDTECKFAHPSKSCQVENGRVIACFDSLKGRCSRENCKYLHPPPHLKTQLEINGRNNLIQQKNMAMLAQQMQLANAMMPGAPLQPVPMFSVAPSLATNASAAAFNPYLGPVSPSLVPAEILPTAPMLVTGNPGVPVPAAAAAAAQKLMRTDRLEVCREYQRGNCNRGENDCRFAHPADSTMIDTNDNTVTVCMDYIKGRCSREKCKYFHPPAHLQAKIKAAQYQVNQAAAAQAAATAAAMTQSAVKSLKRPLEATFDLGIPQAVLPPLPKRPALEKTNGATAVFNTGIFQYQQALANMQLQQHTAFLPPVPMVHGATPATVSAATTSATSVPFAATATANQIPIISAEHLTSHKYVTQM
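MBNL1-His + Biotin-(CUG)12, cpd titration 92 nM–58 uM; Tb anti-His Ab 0.055 ng/ul, SA-XL665 5 nM (final); 60 min RT; ratiometric 665/545 nm, Ex 340 nm; normalized to buffer and full-complex controls.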
Rab9 prom act: activators of Rab9 promoter | Huh7 Rab9 promoter-luciferase reporter, luminescence, 24 h | Potency, µM (titrated, usually from 9.22 µM), inactives show at the highest dose activation, negative = inhibition, actives largely listed as activators | 320,000 compounds, 2.8% hits | AID 485297; further: % of control where 0% means no effect; nearly all actives have a fitted effect of over 60% in size
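Quantitative HTS format; Huh7 Rab9-luciferase reporter cells (1500/well) receive compound 2 h post-plating, incubate 24 h at 37 °C, then get luciferase reagent for 10 min before luminescence reading.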
NPC1 promoter act: activators of NPC1 promoter; Huh7 NPC1 promoter luciferase reporter, 24 h; Potency, µM (titrated, usually from 9.22 µM), for inactives: at the top dose activation, most hits filed as activators; 320,000 compounds, 2.4% hits; AID 485313;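 further: % of control where 0% means no effect; nearly all actives have a fitted effect of over 60% in size; reporter is driven by a mutant NPC1 promoter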
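Huh7 reporter cells (NPC1 promoter driving luciferase) are dosed with compound for 24 h at 37 °C, 5% CO2; luciferase detection reagent is then added and luminescence measured after 10 min at ambient temperature.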
RORgamma inh: blocks mouse ROR gamma transcriptional activity; P51450; Drosophila S2 Gal4-RORgamma UAS-luciferase reporter, 20 h; Potency, µM (highest dose often 53.6 µM), without a hit: at the highest dose activity change, negative = inhibition, actives largely listed as inhibitors; 310,000 compounds, 5.4% hits; further: on the % scale 0 is the no-effect control and ±100 the full control effect; nearly all actives have a fitted effect of over 60% in size
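Read-out: Photinus luciferase luminescence; inhibitors lower reporter signal. Insect Schneider cells with Gal4-ROR gamma fusion under metallothionein promoter, UAS reporter; 700 uM final copper sulfate induction, 20 hr, ambient temperature.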
ELG1 genotox: induces genotoxicity in HEK293T cells with luciferase-tagged ELG1 | HEK293T ELG1-luciferase reporter, luminescence, 16 h | Potency, µM (doses to about 46 µM), for inactives: top-dose activity change, positive = activation, actives largely listed as activators | 330,000 compounds, 1.3% hits | AID 504466; further: % of control where 0% means no effect; nearly all actives have a fitted effect of over 60% in size
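Genotoxicity was scored as increased ELG1-luciferase reporter signal, measured by ONE-Glo luminescence (30 min, room temperature). Compound or vehicle exposure of the HEK293T reporter cells lasted 16 hr at 37°C.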
Gal4-VP16 FLuc: Gal4-VP16 reporter inhibition counter-screen. Potency, µM (top dose mostly 53.6 µM), for the others: at the top dose activity, negative = inhibition, usual class: inhibitors. Drosophila S2 Gal4-VP16 UAS-luciferase, luminescence, 20 h. 310,000 compounds, 3.5% hits;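 further: Gal4-VP16 expression switched on by copper sulfate through the metallothionein promoter; on the % scale 0 is the no-effect control and ±100 the full control effect; nearly all actives have a fitted effect of over 50% in size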
p53 reactivator: re-activators of mutant p53; H1299 p53-A138V BP100-luciferase reporter, luminescence, 24 h; Potency, µM (top dose mostly 92.2 µM), without a hit: top-dose activity change, positive = activation, usual class: activators; 320,000 compounds, 0.063% hits; further: % of control where 0% means no effect; nearly all actives have a fitted effect of over 45% in size
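p53-null H1299 cells stably carrying temperature-sensitive p53-A138V and a BP100-luciferase reporter were pinned with compounds (4-point, 1:5 series) and held 24 hrs at 37 deg C. Luminescence was read 10 min after detection reagent.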
FLuc counter: firefly luciferase modulation, counter-screen for miR-21 project | 360,000 compounds, 6.9% hits | Potency, µM (series often up to 57.5 µM), for the others: top-dose activity change, negative = inhibition, most hits filed as inhibitors | purified FLuc, Km substrates, luminescence inhibition;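 further: plate controls were vehicle for no effect and reference inhibitor for full effect; nearly all actives have a fitted effect of over 55% in size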
Target sequence (P08659 whole entry, looked up): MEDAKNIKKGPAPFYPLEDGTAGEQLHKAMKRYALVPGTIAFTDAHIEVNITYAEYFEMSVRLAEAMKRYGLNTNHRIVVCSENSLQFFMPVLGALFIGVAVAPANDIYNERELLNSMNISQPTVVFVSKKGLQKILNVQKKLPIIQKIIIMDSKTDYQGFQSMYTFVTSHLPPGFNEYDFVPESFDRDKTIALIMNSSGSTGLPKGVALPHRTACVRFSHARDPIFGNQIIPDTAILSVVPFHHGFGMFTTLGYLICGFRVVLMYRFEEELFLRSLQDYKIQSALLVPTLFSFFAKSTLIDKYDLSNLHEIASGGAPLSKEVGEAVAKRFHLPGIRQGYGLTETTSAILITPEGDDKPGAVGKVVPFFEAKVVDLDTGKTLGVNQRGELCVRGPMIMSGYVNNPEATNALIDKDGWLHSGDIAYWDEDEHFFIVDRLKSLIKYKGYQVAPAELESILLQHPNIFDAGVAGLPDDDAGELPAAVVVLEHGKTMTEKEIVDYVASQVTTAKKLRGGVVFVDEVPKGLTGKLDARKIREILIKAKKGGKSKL
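Purified P. pyralis luciferase, 10 nM final, with Km-level 10 uM D-luciferin and 10 uM ATP in 50 mM Tris acetate pH 7.5, 10 mM Mg acetate, 0.01% Tween-20, 0.05% BSA; 6-point qHTS titration about 60 µM downward; luminescence read.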
CXXC DNA block: MLL CXXC-DNA interaction inhibition; Q03164; MLL-CXXC / FITC-HOXA9 DNA fluorescence polarization; Potency, µM (highest dose often 115 µM), without a hit: top-dose activity change, negative = inhibition, actives largely listed as inhibitors; 290,000 compounds, 0.037% hits; AID 2662; active means well fitted inhibition curve with a large enough effect in the polarisation, with a control signal flat, not every such curve was filed as active; inconclusive means small, poorly fitted or top-dose-only effect, or effect the other way, or a change in a side signal; inactive means no such curve, though single readings can be large or run the other way; the % refers to the polarisation
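Purified MLL-CXXC (added from a 7 uM solution) was preincubated 5 min at ambient with pinned compounds in 50 mM Tris-HCl pH 7.5, 50 mM NaCl, 1 mM DTT, 0.05% BSA. Fluorescein-labeled HOX-A9 DNA (50 nM solution) followed, 30 min, then polarization read.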
BRCA1 expr act: increases BRCA1 expression | AID 624202 | MCF7-BRCA1-FFLuc reporter, luminescence, 48 h; response scale: scaled: vehicle 0%, 10 µM genistein 100% | Potency, µM (top dose mostly 46.1 µM), inactives show at the top dose activation, usual class: activators | 380,000 compounds, 1.1% hits; further: nearly all actives have a fitted effect of over 80% in size; some results filed as inactive show a strong effect at the top dose
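Compounds are tested at multiple concentrations on MCF7 BRCA1-luciferase reporter cells seeded at 2000 per well; after 48 h, a single luminescence end-point is taken and curves fitted to the normalized data.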
Numbers without * were called inactive; ? = inconclusive; nt = no result given; [ ] = remark or other dose. Unless noted, the call rests on the fitted dose curve; in most records, active means well fitted curve in the direction sought with a large enough effect; inconclusive means small, poorly fitted or top-dose-only effect, or another doubt; inactive means no such curve, though single readings can be large; an effect the other way counts as inactive or inconclusive. Potency means the concentration at half of the fitted maximal effect. The list is partial (hit frequency here may not be typical).

Every second line gives: uPA surface inh, MBNL1-CUG inh, Rab9 prom act, NPC1 promoter act, RORgamma inh, ELG1 genotox, Gal4-VP16 FLuc, p53 reactivator, FLuc counter, CXXC DNA block, BRCA1 expr act
1) Cc1ccc(-c2noc(CCCC(=O)NCC3CCCO3)n2)cc1 (stereo not drawn)
  -1.0%, -3.2%, -2.0%, 1.8%, -11.8%, -4.0%, ?, 2.3%, -24.1%, 8.4%, -25.9%
2) COc1cc(OC)c(N2CC(C(=O)Nc3cccc(C(=O)NC4CC4)c3)CC2=O)cc1Cl (stereo not drawn)
  3.2%, nt, -7.2%, -3.6%, nt, 0.7%, nt, -3.0%, 3.7%, nt, -4.7%
3) COc1ccccc1S(=O)(=O)Cc1ccc(C(=O)NCc2ccc3c(c2)OCO3)o1
  1.5%, -9.4%, -14.6%, 1.4%, 41.0%, -12.1%, -25.1%, -3.6%, 2.9%, 12.0%, 1.7%
4) O=C(NC1(C(=O)NC2CCCC2)CCCCC1)c1ccc2c(c1)OCO2
  -0.6%, -10.6%, 3.7%, -3.6%, -4.8%, 3.2%, -10.3%, -2.2%, 2.4%, 4.8%, 6.5%
5) OCC[C@@H]1C[C@H](O)[C@@H](O)[C@]2(CCCc3ccccc3O2)O1
  3.8%, 8.1%, -2.3%, -1.9%, -0.9%, 3.7%, 1.7%, nt, 6.7%, 7.1%, 7.3%
6) Cc1cc(NS(=O)(=O)c2ccc(NC(=S)Nc3ccc(Cl)cc3C)cc2)no1
  -4.1%, -2.6%, -2.8%, -0.8%, ?, -0.6%, ?, -3.6%, 2.6%, 0.7%, -15.5%
7) O=C(N/N=C/c1sc(=O)n(-c2ccccc2)c1Cl)c1ccccc1
  ?, 12.0%, 1.78µM*, 1.58µM*, ?, 14.3%, ?, ?, 6.01µM*, 17.0%, 102.1%
8) CCCCNC(=O)N1CCCC(N(C)CCc2ccc(OC)c(OC)c2)C1 (stereo not drawn)
  4.6%, 5.0%, -1.9%, -1.3%, -4.2%, -1.0%, -6.1%, nt, 7.2%, 0.4%, -12.3%
9) COC(=O)c1c(-c2ccccc2)csc1N
  -4.0%, 3.8%, nt, nt, 31.8%, nt, -6.1%, nt, 2.3%, 0.0%, 9.3%
10) Cc1ccc(-c2cnco2)cc1
  0.3%, -0.2%, -3.0%, -3.7%, -13.2%, -0.3%, -1.2%, 0.4%, -2.0%, 2.9%, -9.8%
11) COc1ccc(OC)c(-c2csc(NC(=O)Cn3[nH]c(=O)c4ccccc4c3=O)n2)c1
  -6.3%, -12.1%, -1.9%, -8.2%, ?, 11.0%, ?, 0.4%, 1.6%, ?, -59.4%
12) O=C/C(=C\Nc1ccc(Cl)cn1)c1nc2cc(Cl)ccc2o1
  1.2%, 3.9%, nt, nt, ?, nt, -3.4%, nt, -0.9%, 1.3%, -50.2%
13) O=C(NCCc1ccccc1)C1CCCN1C(=O)Nc1ccc(F)cc1 (stereo not drawn)
  -1.1%, 3.8%, 6.7%, -1.4%, -16.9%, 16.1%, 4.9%, 9.6%, -0.4%, 9.8%, -16.3%
14) O=C(NC(=S)Nc1ccccc1N1CCCCC1)c1ccccc1
  -2.2%, 14.4%, -19.9%, -4.1%, 1.41µM*, -5.2%, 7.94µM*, 10.7%, -0.6%, 20.2%, -24.1%
15) CCOC(=O)C(NC(C)=O)C(=O)Nc1ccc(C)cc1C (stereo not drawn)
  2.3%, -3.0%, -4.3%, -4.4%, -6.0%, -3.3%, -6.8%[10 µM], -0.5%, 0.5%, -0.6%, -11.9%
16) Cc1cc[n+](CCc2ccccc2)cc1C
  7.9%, -0.4%, -18.0%, -4.5%, 12.2%, -5.6%, -1.7%, 5.8%, 0.3%, -1.8%, -20.1%
17) COc1cccc(NC(=S)Nc2cc(C)cc(C)n2)c1
  0.7%, nt, 4.5%, 4.1%, 1.26µM*, 14.1%, ?, 17.3%, 2.13µM*, -6.4%, ?
18) CCOc1ccc(/C=N/NC(N)=S)cc1
  -1.6%, ?, 0.0%, 18.0%, 5.01µM*, 13.2%, 10µM*, ?, ?, 2.0%, 55.0%
19) O=C(Oc1ccc(N2C(=O)CCC2=O)cc1)c1ccccc1
  -3.3%, ?, 1.5%, -0.2%, ?, 5.1%, -1.6%, 10.3%, ?, 104.0%[activator], 28.8%
20) Cc1cc(C)cc(NC(=O)C2CCCN2S(=O)(=O)c2ccc3c(c2)n(C)c(=O)c(=O)n3C)c1 (stereo not drawn)
  9.0%, 2.8%, 0.2%, -1.0%, 18.0%, -4.7%, 0.3%, 6.7%, -0.3%, nt, -21.8%
21) COc1cccc(/C=C/C(=O)OCC(=O)N2c3ccccc3CC2C)c1OC (stereo not drawn)
  0.8%, nt, 0.5%, 8.5%, nt, -0.5%, nt, -7.7%, ?, nt, -3.9%
22) CC(C)(C)c1ccc(OCCCC(=O)N2CCOCC2)cc1
  -19.0%, 3.3%, ?, 18.8%, ?, ?, 11.2µM*, 3.5%, ?, -2.4%, ?
23) O=C(Nc1ccc(N2CCOCC2)c(Cl)c1)c1ccc(Cl)cc1
  -1.0%, 2.9%, 28.6%, 14.1%, 34.7%, -16.1%, -8.0%[10 µM], 10.5%, 16.9µM*, 5.3%, 58.5%
24) Cc1ccccc1NC(=O)Cc1nc(COC(=O)c2cccc([N+](=O)[O-])c2)cs1
  10.0%, -0.6%, 12.9%, -6.4%, 17.6%, -2.5%, -5.2%, -5.7%, -1.6%, 16.2%, -3.9%
25) O=C(CSc1nc2ccccc2c(=O)n1Cc1ccco1)c1ccccc1
  -7.7%, -8.3%, 0.1%, 1.7%, 13.5%, -3.5%, ?, 2.5%, -2.2%, 5.2%, 0.4%
26) Cc1cc(O)c(-c2cc(O)c(C)cc2O)cc1O
  15.1%, -3.7%, 1.8%, 0.5%, 7.08µM*, 14.6%, ?, -14.1%, ?, 10.6%, -88.8%[inhibitor]
27) COc1ccccc1CNC(=O)C(C)Sc1ccsc1[N+](=O)[O-] (stereo not drawn)
  -1.4%, ?, -1.9%, -1.1%, 20.7%, -8.4%, 9.5%, 15.7%, 4.2%, -5.3%, -14.5%
28) Cc1ccc(C(=O)N2CCC(C)CC2)cc1C
  4.7%, -6.5%, -4.5%, 11.0%, ?, 5.1%, 14.2%, 27.5%, -19.7%, 12.2%, 74.1%
29) COc1ccc(-c2nc3ccccc3nc2-c2ccccc2)cc1
  -3.6%, 25.0%, -21.0%, -5.0%, -2.2%, -5.5%, 6.4%, -5.6%, 5.2%, -1.0%, 0.0%
30) CN(CC(=O)Nc1c(Cl)cccc1Cl)C(=O)Cc1ccc(S(=O)(=O)N2CCOCC2)s1
  -2.2%, 1.1%, 11.5%, 0.3%, 5.5%, 0.0%, 6.5%, -9.2%, 1.8%, 2.0%, -4.6%
31) Cc1ccsc1C(=O)Nc1ccccc1N1CCCC1
  -3.2%, nt, -2.0%, 9.0%, nt, 19.7%, nt, -1.9%, -1.4%, nt, 1.3%
32) O=C(NCc1ccncc1)C(=O)Nc1nc2ccccc2s1
  14.8%, -10.4%, 22.5%, -1.1%, -44.6%, 16.4%, -7.6%, 4.8%, 15.1µM*, 18.7%, 64.6%
33) COc1ccc(OC)c(N(C(=O)c2snc(C(N)=O)c2N)C(C(=O)NCc2ccccc2)c2ccc(O)cc2)c1 (stereo not drawn)
  3.2%, ?, 3.0%, -4.3%, 15.5%, 1.4%, -14.8%, -3.9%, -1.8%, 7.9%, -17.6%
34) O=C(/C(=C/c1cccc(Cl)c1)c1nc2ccccc2[nH]1)c1ccccc1
  -9.8%, -4.3%, 16.2%, ?, ?, -6.5%, 12.6µM*, -33.6%[inhibitor], -8.5%, -6.2%, -72.4%
35) CCC1(CC)C(=O)N(C)C(=O)NC1=Nc1ccccc1
  1.4%, -1.6%, -5.3%, -18.9%, -6.7%, 1.9%, 9.5%, -0.7%, -2.2%, 0.0%, -1.8%
36) CN1CCN(c2ccc(S(=O)(=O)N3CCCCC3)cc2NC(=O)c2ccc3ccccc3c2)CC1
  2.2%, 8.2%, -3.0%, 0.2%, 11.2µM*, -2.4%, 8.91µM*, -8.6%, -3.1%, 2.6%, -73.4%
37) Cc1cccnc1NC1OC(=O)c2ccccc21 (stereo not drawn)
  0.7%, 0.6%, -5.3%, 0.0%, -0.5%, -1.9%, 1.6%, -1.3%, -0.8%, 2.4%, 19.6%
